Screens as filed in PubChem BioAssay.
AmpC det inh: blocks E. coli AmpC beta-lactamase in presence of detergent; P00811; purified AmpC, nitrocefin hydrolysis with detergent; Potency, µM (titrated, usually from 28.7 µM), inactives show at the top dose activity change, negative = inhibition; 0.09% of 71,000 active; active = well fitted curve in the direction sought with a large enough effect
Target sequence (P00811 whole entry, looked up): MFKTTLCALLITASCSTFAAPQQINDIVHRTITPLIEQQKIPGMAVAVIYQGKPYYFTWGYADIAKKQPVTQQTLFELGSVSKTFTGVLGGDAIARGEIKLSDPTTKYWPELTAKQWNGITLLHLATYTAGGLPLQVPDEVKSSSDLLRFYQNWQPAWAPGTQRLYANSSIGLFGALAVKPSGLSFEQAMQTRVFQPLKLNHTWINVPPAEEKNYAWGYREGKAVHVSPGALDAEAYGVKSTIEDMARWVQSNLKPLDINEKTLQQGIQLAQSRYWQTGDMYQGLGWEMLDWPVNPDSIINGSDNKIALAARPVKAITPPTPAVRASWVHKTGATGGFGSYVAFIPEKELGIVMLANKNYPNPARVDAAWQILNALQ
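E. coli AmpC (5.3 nM) in 20 mM phosphate pH 7.0 with 0.01% Triton X-100, preincubated 15 min RT with compound; nitrocefin (2 uL of 800 uM stock) hydrolysis followed by 480 nm absorbance every 20 s over 4 min.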
* = called active by the depositor; & = joins results of further samples; [ ] = another dose, or the depositor's remark. % is scaled to controls: 0 for no effect and ±100 for the full control effect; potency is read from the fitted curve at half-maximal effect.

Start of the data: the first five entries, ahead of the listing:
SMILES	AmpC det inh
CCOc1ccc(C2/C(=C(\O)c3ccc(OC)c(OC)c3)C(=O)C(=O)N2c2cc(C)on2)cc1OC (stereo not given)	-4.2%
COc1ncc2nc(-c3cn(C)c4ccccc34)c(=O)n(C[C@H]3CCCO3)c2n1	-1.4%
CC(=O)[C@H]1[C@H]2[C@H](C(=O)[C@@H]3OC[C@H]2O3)[C@@H]2c3ccccc3C=CN12	-7.7%
O=C(c1ccco1)N1CCN(c2ncccn2)CC1	13.8%
Cn1cc(CC(=O)NCCCN2CCCC2=O)c2ccccc21	12.2%

This part in full, previewed entries included:
SMILES	AmpC det inh
CCOc1ccc(C2/C(=C(\O)c3ccc(OC)c(OC)c3)C(=O)C(=O)N2c2cc(C)on2)cc1OC (stereo not given)	-4.2%
COc1ncc2nc(-c3cn(C)c4ccccc34)c(=O)n(C[C@H]3CCCO3)c2n1	-1.4%
CC(=O)[C@H]1[C@H]2[C@H](C(=O)[C@@H]3OC[C@H]2O3)[C@@H]2c3ccccc3C=CN12	-7.7%
O=C(c1ccco1)N1CCN(c2ncccn2)CC1	13.8%
Cn1cc(CC(=O)NCCCN2CCCC2=O)c2ccccc21	12.2%
COCCNC(=O)c1ccc2c(c1)nc(C)n2-c1cccc(F)c1	-2.2%
O=C(Nc1cccc(F)c1)N1CCCC2(CCN(C(=O)c3cnccn3)CC2)C1	-0.6%
CCCn1cc(S(=O)(=O)CC(=O)Nc2ccc(OC)cc2OC)c2ccccc21	-4.8%
COc1ccc(OC)c(-c2cc(C(=O)Nc3c(C)nn(Cc4ccccc4Cl)c3C)no2)c1	0.5%
Cn1c(=O)c2c(SC3CCCC3)nc(C3CC3)nc2n(C)c1=O	11.5%
Cc1ccc(CC(=O)N2CCC(c3nc4c(nnn4Cc4ccccc4)c(=O)[nH]3)CC2)cc1	6.5%
CC(=O)O[C@@H]1CC[C@]2(C)C(=C[C@@H]([C@@H]3C=C4C[C@@H](OC(C)=O)CC[C@]4(C)C4=C3[C@H]3C[C@@H]5O[C@@]6(CC[C@H](C)CO6)[C@@H](C)[C@@H]5[C@@]3(C)CC4)C3=C2CC[C@@]2(C)[C@H]4[C@@H](C)[C@]5(CC[C@H](C)CO5)O[C@@H]4C[C@H]32)C1	-5.3%[5.75 µM]
CCOC(=O)c1ccc2c(c1)n(CCO)c(C)[n+]2CC	-0.5%
CCN(CC)CCNC(=O)Cc1nn(CC)c(=O)c2ccccc12	-6.2%
CC(=O)Nc1ccc(OCC=C(Cl)Cl)cc1	6.1%
CCCCOc1ccc(OCCNS(=O)(=O)N(C)C)cc1	-2.2%
CCN1C[C@]2(COC)CC[C@H](O)[C@@]34[C@@H]5C[C@H]6[C@@H](OC)[C@H]5[C@](O)(C[C@@H]6OC)[C@@](O)([C@@H](OC)[C@H]23)[C@@H]14	-2.3%[12.8 µM]
C/C(CCc1c[nH]c2ccccc12)=N\O	-4.0%
COc1ccc(CN2C(=O)CCC2(C)C(=O)NC2CCCCC2)c(OC)c1 (stereo not given)	11.1%
O=C(CCCn1c(=O)c2sccc2n(Cc2cc(=O)n3ccccc3n2)c1=O)NCc1ccco1	17.9%
CCOC(=O)c1sc2nccc(N(C)C)c2c1N=CN(C)C	-0.5%
CC1CC(C)(C)NC(=S)S1 (stereo not given)	1.8%
COc1ccc(N2C(=O)CSC23C(=O)N2CCCc4cccc3c42)cc1 (stereo not given)	-1.2%
Cc1ccccc1C(=O)c1cccn1CC(=O)NCc1ccco1	8.9%
Cc1cc(C(=O)NC2CCCC2)on1	7.5%
COC(=O)c1ccccc1NC(=O)C12CCC(C)(C(=O)O1)C2(C)C (stereo not given)	6.3%
O=C(CSc1nnnn1C1CCCCC1)NCc1ccc2c(c1)OCO2	-1.1%
COC(=O)c1cccc(Nc2nc3ccccc3nc2C)c1	-2.9%
CCCN(c1ccc(OCC)cc1)c1ncnc2nc[nH]c12	8.3%
CN1CC[C@H](CN2c3ccccc3Sc3ccccc32)C1	-3.5%[5.75 µM]
CCCCCn1c(SCCC(C)C)nc2c1c(=O)[nH]c(=O)n2C	-0.4%
Cc1noc(C)c1C(=O)N1CCC[C@@]2(CCN(CC(C)C)C2)C1	-1.0%
COc1ccc(S(=O)(=O)NCC2CCC(C(=O)N3CCC4(CC3)OCCO4)CC2)cc1 (stereo not given)	-2.7%
CCOC(=O)c1c(N)sn(-c2ccccc2)c1=S	-4.0%
CCCn1c(SCC(N)=O)nnc1-c1ccco1	-0.3%
CCn1c(SCC(=O)NCCc2ccccc2)nnc1-c1cccs1	-4.5%
CC(=O)N1CC2(CC2)CC1c1ccccc1 (stereo not given)	-1.3%
CS(=O)(=O)N1CCC(C(=O)Nc2cccc(C(F)(F)F)c2)CC1	-0.4%
O=C(O)CCC(=O)NCCn1c(-c2ccccc2)csc1=Nc1ccccc1	0.2%
CCn1c(=O)c2cc(C(=O)NCCN3CCOCC3)sc2c2ccccc21	12.2%
CC1CCCCN1S(=O)(=O)c1ccc(NC(=O)c2cccs2)cc1 (stereo not given)	-0.2%
CN1C(=O)c2ccc(C(=O)NC3CCCCC3)cc2C1=O	-6.1%
CCC(=O)Nc1ccc(N2CCN(Cc3ccccc3F)CC2)cc1	0.8%
CCn1c(=O)c(C(=O)Nc2cccnc2)c(O)c2ccccc21	-1.2%
CC1CCCCN1C(=O)CSc1nc2cc3c(cc2c(=O)n1Cc1ccc2c(c1)OCO2)OCO3 (stereo not given)	-0.1%
CCCn1c(CNC(=O)c2ccccc2)nc2ccccc21	-0.3%
O=C(C1CCC1)N1CCc2cc(S(=O)(=O)NCc3ccco3)ccc21	-4.3%
CCOc1ccc(C(=O)CCN2CCCCC2)cc1	17.6%
COc1ccc(CCNC(=O)Cn2cnc3c2c(=O)n(C)c(=O)n3C)cc1OC	9.8%
CC(=O)Nc1cc(C(=O)c2ccccc2)ccc1N1CCOCC1	-1.3%
O=C(c1ccco1)N1CCC[C@@]2(CCN(c3cccc(-c4ccccc4)c3)C2)C1	-3.1%
Cc1ccc2cc(C(c3nnnn3C(C)(C)C)N3CCCC3)c(=O)[nH]c2c1C (stereo not given)	-0.5%
COC(=O)c1cccc(OC(N)=O)c1	0.6%
Cc1nc(Nc2nc(=O)c3ccccc3n2C)nc2c(C)cccc12	-0.4%
Cc1ccc(-c2c3c(=O)n(C)c(=O)n(C)c3cn2-c2ccccc2O)cc1	-0.8%
COc1ccc2c(C)cc(C)nc2n1	-3.0%[5.75 µM]
CC1(C)CC(=O)C2=C(C1)OC(/N=C/N1CCOCC1)=C(C#N)C2c1ccccc1 (stereo not given)	1.4%
CC1(C)C(c2ccccc2)=NC(c2cccnc2)N1O (stereo not given)	-4.4%
Cc1ccc(NC2c3ncccc3C(=O)N2C2CCCCC2)cc1 (stereo not given)	0.2%
O=C(CCSc1ccc(F)cc1)Nc1ccc(-n2cnnn2)cc1	0.5%

New compounds follow.
SMILES	AmpC det inh
Cc1ccc(-n2ncc3c(=O)[nH]c(SCC(=O)N4CCOCC4)nc32)cc1	0.3%
Cc1ccc(NCN2C(=O)C3C4C=CC(C4)C3C2=O)cc1 (stereo not given)	-3.0%
Nc1nc(SCC(=O)NCc2ccccc2)n[nH]1	1.1%
CCOC(=O)N1CCN(C2CC(=O)N(c3ccc(C)cc3)C2=O)CC1 (stereo not given)	-3.7%
Cc1ccc(S(=O)(=O)N2CCN(C(=O)c3cccc(F)c3)CC2)cc1	-5.0%
Cn1nnnc1SCC(=O)N1c2ccccc2Sc2ccc(Cl)cc21	-3.6%
O=C1C2C3C=CC(C3)C2C(=O)N1c1cccc2cccnc12 (stereo not given)	2.7%
Cn1nnnc1SCC(=O)Nc1ccccc1Cl	-0.1%
O=C1CC(Sc2nnnn2C2CCCCC2)C(=O)N1c1ccccc1 (stereo not given)	-1.8%
CC1(C(=O)O)CCC(C(=O)Nc2ccccc2)C1(C)C (stereo not given)	-1.3%
Nc1cc(N)nc(SCC(=O)Nc2ccc(Br)cc2Cl)n1	-5.4%
COc1c(Cl)cc(-c2noc(C)c2C(=O)NCc2ccc3c(c2)OCO3)cc1Cl	6.9%
Cn1cc(/C=N/n2cnc3scc(-c4ccc(Cl)cc4)c3c2=O)c2ccccc21	-3.5%
C/C(=C1/SC(N2CCOCC2)=NC1=O)c1ccc(Cl)cc1	16.9%
CN(C)CCCCl	7.2%
CCNc1ncc2nc(C)c(=O)n(Cc3cccs3)c2n1	-2.5%
COC(=O)c1c(NC(=O)CC2SCC(C(=O)OC)NC2=O)sc2c1CCCC2 (stereo not given)	5.8%
N[C@H](Cn1ccc(=O)c(O)c1)C(=O)O	-1.8%
CCOc1cccc2cc(C(=O)Nc3nccs3)c(=O)oc12	0.6%
COc1ccc(OC)c(-c2nc3c(C)n[nH]c(=O)c3[nH]2)c1	1.2%
O=C(c1ccncc1)N1CCC[C@@]2(CCN(c3ccccn3)C2)C1	3.0%
CCc1ccccc1NS(=O)(=O)c1cc(C)ccc1OC	-8.4%
COCCSc1nnc(NC(=O)CSCc2ccccc2)s1	-3.0%
CC(C)CCn1c(SCC(=O)OCn2nnc3ccccc3c2=O)nc2ccccc2c1=O	0.0%
COc1cccc(-c2nnc(NC(=O)Cc3cccs3)s2)c1	-5.6%
Cc1ccc(-n2nnc3c(=O)oc4ccccc4c32)cc1	-0.7%
COc1cc(C(=O)Nc2nc3ccc(S(=O)(=O)N4CCOCC4)cc3s2)cc(OC)c1OC	-4.3%
O=C(c1ccco1)N1CCN(C(=O)c2cc(-c3ccccn3)nc3ccc(Cl)cc23)CC1	0.2%
O=C(CSc1nc2c(c(=O)n1-c1ccc(Br)cc1)SCC2)Nc1nccs1	2.0%
O=C(c1cc(C(F)(F)F)cc(C(F)(F)F)c1)N1CCC2(CC1)CN(c1ncccn1)C2	1.7%
COc1ccc(N2CCN(CCCNC(=O)CC3Oc4ccc(C)cc4NC3=O)CC2)cc1 (stereo not given)	12.5%
CCOC(=O)c1ccc(Nc2ncnc3nc[nH]c23)cc1	-0.7%
CCOC(=O)N1CCC(NC(=O)CCN2C(=O)C3C4C=CC(C4)C3C2=O)CC1 (stereo not given)	-3.7%
Cc1ccc(Cl)cc1N1CCN(CCN)CC1	-2.6%
CN(C)c1ccc(CNn2cnnc2SCc2ccccc2F)cc1	-6.1%
Cc1ccc(C)n1-c1ccc(C(=O)N2CCOCC2)cc1	-0.4%
O=C(O)c1cccc2cccc(-c3cccc4cccc(C(=O)O)c34)c12	-12.0%[5.75 µM]
COc1cc(S(=O)(=O)N2CCCC3(CCCCC3)C2)ccc1-n1cnnn1	9.3%
COc1ccc(-c2nc(-c3ccc(NC(=O)c4ccncc4)cc3)no2)cc1OC	11.2%
CCCCNc1nc(C)nc2c1nc(-c1ccccc1)n2CC1CCN(C)CC1	17.4%
C[C@@]12CCC(=O)C[C@@H]1CC(=O)[C@H]1[C@H]3CCC[C@]3(C)C(=O)C[C@@H]12 (tested in a mixture with another compound)	-0.6%[12.8 µM]
O=C(NC1CC1)c1scc2c1OCCO2	-0.7%
CCOC(=O)c1c(-c2ccc(OC)cc2)oc2ccc(OC(=O)N(C)C)cc12	-0.4%
C=CCN(CC=C)C(=O)c1ccncc1	-5.5%
CCOc1ccc2nc(NC(=O)CSc3nnc(-c4ccncc4)n3CC3CCCO3)sc2c1 (stereo not given)	6.6%
CCOC(=O)N1CCC(N2C(=O)c3ccc(C(=O)Nc4ccc(F)cc4F)cc3C2=O)CC1	6.8%
O=C(c1ccc2c(c1)OCO2)N1CCCCC1	-4.8%
O=C(O)CCC(=O)c1ccc2c(c1)OCCCO2	-1.4%
O=C(Nc1cccc(NC(=O)c2ccco2)c1)c1ccc2c(c1)OCO2	-4.4%
CCC(Sc1nncn1C)C(=O)Nc1ccccc1OC (stereo not given)	-1.0%
CCC1CCCCN1C(=O)Cn1c(C(=O)OC)cc2sc(Cl)cc21 (stereo not given)	-3.9%
Cn1c(NCC2CCCO2)nc2c1c(=O)n(Cc1ccccc1)c(=O)n2C (stereo not given)	24.8%
NC(=O)c1cnn2c(C(F)(F)F)cc(-c3ccc(F)cc3)nc12	27.1%
Cn1c(C(=O)N2CCCC(C(=O)O)C2)cc2sccc21 (stereo not given)	-3.4%
Cc1cc(NC(=O)COc2ccc(Cl)cc2Cl)n(CCC#N)n1	0.6%
CCCC(=O)Nc1cc(C)c(NC(=O)c2ccncc2)cn1	-3.3%
O=C(NCCCn1ccnc1)Nc1cccc(Cl)c1	-2.9%
C=C(C)c1cccc(C(C)(C)NC(=O)NC2CN3CCC2CC3)c1 (stereo not given)	-1.1%
COc1ccc(CC(=O)NCc2nnc(SCC(=O)N3CCN(c4ccccc4)CC3)n2C)cc1	-0.9%
O=C1CN(C(=O)c2ccc(Br)o2)C(c2ccc(F)cc2)c2cc(Cl)ccc2N1 (stereo not given)	-2.1%

(listing goes on)
SMILES	AmpC det inh
CCN(CC)CCNC(=O)CS(=O)Cc1nc(-c2ccc(C)cc2)oc1C (stereo not given)	-0.9%
C=CCOC(=O)C1=C(C)Nc2nnnn2C1c1cc(OC)ccc1OC (stereo not given)	-4.9%
CN(Cc1ccccc1)Cc1ccccc1F	11.3%
O=C(O)[C@H]1CCCNC1	-3.0%&-1.4%
COc1nc(N)nc2c1ncn2[C@@H]1C[C@H](O)[C@@H](CO)O1	-1.8%[5.75 µM]
CC(=O)Nc1cccc(NC(=O)CCn2cnc3cc(C)c(C)cc32)c1	-3.5%
Cn1c(=O)cc(N2CCc3ccccc32)[nH]c1=O	7.5%
Cc1ccnc(N2C(=O)c3ccccc3C2Nc2cccc(C)c2C)c1 (stereo not given)	10.1%
O=C(NC12CC3CC(CC(C3)C1)C2)C1CCCN1C(=O)NC1CCCCC1 (stereo not given)	15.1%

6 records picked at random from those above, as already listed:
SMILES	AmpC det inh
CC(=O)Nc1cccc(NC(=O)CCn2cnc3cc(C)c(C)cc32)c1	-3.5%
CCN(CC)CCNC(=O)CS(=O)Cc1nc(-c2ccc(C)cc2)oc1C (stereo not given)	-0.9%
CN(Cc1ccccc1)Cc1ccccc1F	11.3%
O=C(NC12CC3CC(CC(C3)C1)C2)C1CCCN1C(=O)NC1CCCCC1 (stereo not given)	15.1%
Cc1ccnc(N2C(=O)c3ccccc3C2Nc2cccc(C)c2C)c1 (stereo not given)	10.1%
O=C(O)[C@H]1CCCNC1	-3.0%&-1.4%

These rows are one share of the data. The share of hits here may be higher or lower than overall.
